AID inhibitor = blocks human AID cytidine deaminase activity | Q9GZX7 | AID deamination FRET fluorescence, UDG-coupled, 4 h | Potency, µM (doses to about 115 µM), without a hit: at the highest dose activity change, negative = inhibition, usual class: inhibitors | 91,000 compounds, 0.32% hits | AID 1347428; note: nearly all actives have a fitted effect of over 25% in size
Target sequence (Q9GZX7 whole entry, looked up): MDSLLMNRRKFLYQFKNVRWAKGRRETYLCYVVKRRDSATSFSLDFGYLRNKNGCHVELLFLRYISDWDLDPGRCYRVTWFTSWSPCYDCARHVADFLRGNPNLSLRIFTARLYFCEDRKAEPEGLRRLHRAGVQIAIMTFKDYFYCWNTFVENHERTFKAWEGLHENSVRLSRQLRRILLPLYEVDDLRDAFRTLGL
UDG counterscr = UDG inhibition counter-screen | Potency, µM (highest dose often 115 µM), for inactives: top-dose activity change, negative = inhibition, usual class: inhibitors | 91,000 compounds, 0.14% hits | AID 1347430 | FRET deamination/UDG coupled assay, UDG read, 4 h; note: nearly all actives have a fitted effect of over 65% in size
Numbers without * were called inactive; ? = inconclusive; & = joins results of further samples; [ ] = remark or other dose. Calls come from the whole dose curve; as a rule, active = well fitted curve in the direction sought with a large enough effect; inconclusive = small, poorly fitted or top-dose-only effect, or another doubt; inactive = no such curve, though single readings can be large; an effect the other way counts as inactive or inconclusive. % is set by controls: 0 for no effect and ±100 for the full control effect; potency is the fitted concentration of half-maximal effect. The list is partial (hit frequency here may not be typical).

Screens in order – AID inhibitor	UDG counterscr
1) Cc1ccc(CCNC(=O)C2CCCN(Cc3nc(-c4cccc(Cl)c4)oc3C)C2)cc1 (stereo not given)
 : -8%	-6%
2) COCc1cnc2c(c1SCC(=O)NCc1ccccc1Cl)c(=O)n(C)c(=O)n2C
 : -7%	-9%
3) Cc1cccc(-c2nnc(SCC(=O)Nc3cc(F)ccc3C)n2N)c1
 : -5%	0%
4) Cc1ccc(C(=O)C(Sc2ncccn2)c2ccc(C)cc2)cc1 (stereo not given)
 : 3%	0%
5) Cc1cccc(NC(=O)CSc2nc3c(c(=O)[nH]2)CN(Cc2ccc4c(c2)OCO4)CC3)c1C
 : -15%	-13%
6) Cc1cnc2c(S(=O)(=O)N3CCN(CC(F)(F)F)CC3)cccc2c1
 : -8%	-1%
7) CCOc1ccccc1NC(=O)Cn1c(=O)n(Cc2ccco2)c(=O)c2cccnc21
 : 15%	-18%
8) COc1ccc(NC(=O)c2noc3c2CCCC3)cc1Cl
 : 3%	-1%
9) CC1CCCc2c1nc1sc3c(c1c2-c1ccc(Cl)cc1)CCC3 (stereo not given)
 : 9%	-2%
10) COc1ccc(N2CC(NC(=O)COc3ccccc3F)CC2=O)cc1OC (stereo not given)
 : -18%	-11%
11) CC(C)C1CC(CCN2CCOCC2)(c2ccccc2)CCO1 (stereo not given)
 : -2%&-1%	-3%&-8%
12) Cc1cc(C)c2nc(Nc3nc(C(C)C)cc(=O)[nH]3)nc(C)c2c1
 : -9%	5%
13) CCc1cccc(C)c1NC(=O)CCc1c[nH]c2ccccc12
 : 3%	6%
14) CCN(CC)C(=O)CSc1nnc2[nH]c(=O)cc(C)n12
 : 4%	0%
15) Cc1ccc(NC(=O)CN2C(=O)COc3ccc(S(=O)(=O)NC4CCCC4)cc32)cc1Cl
 : -6%	-5%[57.5 µM]
16) C#CC(C)(CC)NC(=O)c1cc2c(n(-c3ccc(Cl)cc3)c1=O)CC(C)(C)CC2=O (stereo not given)
 : -1%	8%
17) O=C(Nc1ccc(F)cc1)N1CCN(c2ccc3nnc(-c4ccc(F)cc4)n3n2)CC1
 : ?	-11%
18) COc1ccc(OCc2ccc(-c3nc(C#N)c(NCc4cccnc4)o3)o2)cc1
 : 38%[activator]	5%
19) CCOC(=O)C1CCCN(c2ncnc3c2cnn3-c2ccc(C)c(Cl)c2)C1 (stereo not given)
 : 8%	27%
20) O=C(C1CCCN(S(=O)(=O)c2cccc3nsnc23)C1)N1CCN(c2cccc(Cl)c2)CC1 (stereo not given)
 : -15%	-2%

Copied from above, entries 1 to 3
Screens in order – AID inhibitor	UDG counterscr
1) Cc1ccc(CCNC(=O)C2CCCN(Cc3nc(-c4cccc(Cl)c4)oc3C)C2)cc1 (stereo not given)
 : -8%	-6%
2) COCc1cnc2c(c1SCC(=O)NCc1ccccc1Cl)c(=O)n(C)c(=O)n2C
 : -7%	-9%
3) Cc1cccc(-c2nnc(SCC(=O)Nc3cc(F)ccc3C)n2N)c1
 : -5%	0%

Later entries.
Screens in order – AID inhibitor	UDG counterscr
21) COc1cccc(C(=O)NC2=NC(c3ccccc3F)CC(=O)N2)c1 (stereo not given)
 : -6%	-3%
22) COc1cc(CC(=O)OCc2cccc(Br)c2)cc(OC)c1OC
 : -7%	10%
23) Cc1cc(C(=O)N2CCN(S(=O)(=O)c3ccc4c(c3)CCC4)CC2)c(C)n1C1CC1
 : -25%	-5%
24) COc1ccc(-c2onc(C)c2C)cc1S(=O)(=O)Nc1cc(Cl)ccc1C
 : 6%	-3%
25) CCN1CCc2c(sc(-n3cccc3)c2C(C)NC(=O)Nc2cc(Cl)c(OC)cc2OC)C1 (stereo not given)
 : 15%	-9%
26) O=C(CSc1ccc2c(c1)OCCO2)NC1c2ccccc2-c2ccccc21
 : -3%	-1%
27) C=CCSc1nc(-c2cccs2)cc(C(F)(F)F)c1C#N
 : -5%	-3%
28) N#Cc1ccc(NC(=O)N(Cc2ccncc2)C2CC2)cc1
 : -3%	-3%
29) C=CCn1c(SCCCc2ccccc2)nc2c1c(=O)n(C)c(=O)n2C
 : ?	-11%
30) CC(C)NC[C@@H](O)c1ccc(O)c(O)c1
 : ?	-10%
31) COc1cc(-c2nc3nc(C)cc(C)n3c2Nc2ccc(Cl)cc2)ccc1O
 : 6%	0%
32) Cc1ccc(-c2cc3ccccn3c2)cc1C
 : -8%	4%
33) COc1ccc(-c2cc(C(F)(F)F)n3nc(C(=O)Nc4cccc(C(F)(F)F)c4)c(Br)c3n2)cc1
 : 15%	-9%
34) CC1CCCN(Cc2nc3c(Br)cc(Br)cc3c(=O)[nH]2)C1 (stereo not given)
 : 3%	1%
35) COc1ccc(NC(=O)CSC2=Nc3ccccc3C3=NC(CCC(=O)NCc4cccs4)C(=O)N23)cc1 (stereo not given)
 : ?	-20%
36) COc1ccc2c(c1)O/C(=C\c1ccc(OS(C)(=O)=O)cc1)C2=O
 : -16%	-7%
37) Cc1ccc(-c2cc(C(=O)OCC(=O)c3ccccc3)c3cccc(Cl)c3n2)cc1
 : 41%[activator]	?
38) COc1ccc(-c2nc(C#N)c(N3CCN(C(=O)c4cccs4)CC3)o2)cc1OC
 : -11%	0%
39) CCOc1ccc(CNC(=O)C2CCCN(S(=O)(=O)c3ccc4c(ccn4C)c3)C2)cc1 (stereo not given)
 : -1%	-4%
40) N#Cc1ccc(NC(=O)Cn2c(=O)c3c(ncn3C3CCCC3)n(Cc3ccccc3)c2=O)cc1
 : -11%	-3%
41) COc1ccc(C(C)=O)c(OC(=O)c2ccc(F)cc2F)c1
 : -4%	4%
42) NC(N)=NCCCN1CCCC1
 : 10%	1%
43) CCC(=O)N1CCc2cc(S(=O)(=O)NC(Cc3ccccc3)C(=O)Nc3ccc(Cl)cc3)ccc21 (stereo not given)
 : -11%	-7%
44) CCOc1ccc(NC(=O)c2c(NC(=O)c3cccc(C)c3)sc3c2CCC3)cc1
 : -3%[57.5 µM]	-11%[57.5 µM]
45) CCN(CC)Cc1ccc(C(=O)O)o1
 : 7%	2%
46) CN(C)CC(O)COc1ccc(NC(=O)Nc2ccccc2F)cc1 (stereo not given)
 : -2%	-4%
47) O=C(CCn1c(=O)c2sccc2n(Cc2ccc(F)cc2)c1=O)NCc1ccc2c(c1)OCO2
 : 2%	-1%
48) CCOc1ccc(NC(=O)c2cc(=O)c3cc(C)c(C)cc3o2)cc1
 : -3%	1%
49) CCc1ccc2oc(C(=O)Nc3ccc(S(=O)(=O)Nc4onc(C)c4C)cc3)cc(=O)c2c1
 : -5%	6%
50) Cc1cc(C)c(C(=O)COC(=O)c2ccc(N3CCCC3=O)cc2)cc1C
 : 5%	-10%
51) O=C(Cn1cnc2nc3c(cc2c1=O)CCCC3)N1CCN(c2cccc(C(F)(F)F)c2)CC1
 : 10%	-8%
52) Cc1cccc(NC(=O)CSC2=Nc3ccccc3C3=NC(CC(=O)NCc4cccs4)C(=O)N23)c1 (stereo not given)
 : 5%	11%
53) COCCn1c(-c2ccc(OCc3ccccc3)c(OC)c2)nc2c1c(=O)[nH]c(=O)n2CC(C)C
 : -15%	4%
54) COc1ccc2nc(C)c(C(=O)NCCCC(N)=O)cc2c1
 : 3%	-1%
55) COc1cc2c(cc1OC)n(CC(=O)Nc1ccccc1)c(=O)n1nc(-c3ccccc3)nc21
 : 14%	-3%
56) O=C(Cc1ccc(Cl)cc1Cl)N1CCN(c2ccccc2O)CC1
 : -3%	-3%
57) CCOC(=O)c1c(SCC(=O)Nc2cc(Cl)cc(Cl)c2)nc(=O)[nH]c1C
 : 3%	1%
58) Cn1nc(C(=O)Nc2ccnn2Cc2ccc(Cl)cc2Cl)c2ccccc2c1=O
 : -11%	4%
59) CCCS(=O)(=O)N1CCCC(C(=O)NCCOC)C1 (stereo not given)
 : -1%	-2%
60) O=C1CN(C(=O)Cn2ccc3c(Br)cccc32)CCN1
 : 3%	3%
61) Cc1cc(O)c(-c2cc(C(=O)Nc3cccc(C(F)(F)F)c3)[nH]n2)cc1C
 : -2%	-7%
62) CC(=O)N1CCc2cc(Br)cc(S(=O)(=O)N3CCC(C(=O)N(C)c4cc(C)ccc4C)CC3)c21
 : 1%	-9%[57.5 µM]
63) Cc1[nH]c2ccccc2c1C(=O)N1CCN(S(=O)(=O)c2ccc(F)cc2)CC1
 : -6%	-11%
64) Cc1ccc(-c2cnc(CCC(=O)NCC(c3cccc(F)c3)N(C)C)o2)cc1 (stereo not given)
 : -9%	3%
65) CC(=O)c1cn(CC(=O)Nc2ccncc2)c2ccccc12
 : -2%	4%
66) Clc1ccc(-n2cc(-c3ccccc3)cc2-c2ccccc2)cc1
 : -3%	0%
67) COC(=O)c1ccc(NC(=O)N2CCc3c([nH]c4ccccc34)C2c2ccc(C)cc2)cc1 (stereo not given)
 : -10%	-21%
68) COc1cccc(/C=C/c2nc(C#N)c(N3CCCC3)o2)c1
 : 1%	3%
69) Cc1ccc2cc(CN(C(=O)c3cccc(Cl)c3)c3ccccc3)c(=O)[nH]c2c1
 : 13%	-6%
70) CCCc1cc(=O)n2c(C(=O)Nc3ccc(OCC)cc3)c(C(=O)Nc3ccc(C)cc3)sc2n1
 : 224%[activator]	-14%
71) CCOc1ccccc1C1C(C(=O)OC)=C(C)NC2=C1C(=O)c1ccccc12 (stereo not given)
 : 5%	-6%
72) Cc1ccc(-n2c(=O)c3cccnc3n2CC(=O)NCc2ccc(F)cc2)cc1C
 : 4%	-10%
73) O=C(CSc1nc2ccccc2c(=O)[nH]1)Nc1ccccc1
 : -4%	-1%
74) CC1=C(C(=O)OC(C)C)C(c2ccc(Cl)c(Cl)c2)CC(=O)N1 (stereo not given)
 : 5%	1%
75) O=c1oc2ccccc2c(Sc2ccccc2)c1Sc1ccccc1
 : -22%	-9%
76) CCn1cc(/C=C(\NC(=O)c2ccco2)C(=O)NCCCN2CCOCC2)c2ccccc21
 : 10%	5%
77) CCCc1cc(=O)n2[nH]c(-c3ccc(C)cc3)nc2n1
 : 1%	-5%
78) CCc1ccc(C(=O)c2cn(CC(=O)Nc3ccc(F)cc3)c3cc4c(cc3c2=O)OCO4)cc1
 : -15%	-10%
79) O=C(c1cc(-c2ccc3c(c2)OCCO3)nc2ccccc12)N1CCOCC1
 : -3%	-4%
80) Cc1cc(=O)n2nc(N3CCC(C(=O)NCc4ccccc4Cl)CC3)sc2n1
 : 19%	-5%

Record cards (already shown). Screens in order: AID inhibitor, UDG counterscr
CC(C)NC[C@@H](O)c1ccc(O)c(O)c1 is listed as ?, -10%
CC(=O)c1cn(CC(=O)Nc2ccncc2)c2ccccc12 is listed as -2%, 4%

The list continues:
Screens in order – AID inhibitor	UDG counterscr
81) O=C(NCCc1ccccc1)OCc1ccccc1
 : -7%	5%
82) Cc1cccc(-n2c(SCC(=O)Nc3ccccc3C)nc3c(oc4ccccc43)c2=O)c1
 : -9%	-5%
83) CCOC(=O)C1CCN(c2c(C(=O)c3ccc(OCC)cc3)cnc3ccc(OC)cc23)CC1
 : -29%	-1%
84) COc1ccc(/C=C(/C#N)c2nc3ccccc3[nH]2)cc1C
 : 46%[activator]	12%
85) CCOc1ccc(-c2cc3c(=O)n(CC(=O)NCc4ccc(C)cc4)ccn3n2)cc1
 : -7%	10%
86) CCOC(=O)c1ccc(-c2ccc(/C=C(\C#N)C(=O)Nc3c(C)cccc3Cl)o2)cc1
 : 4%	-5%
87) O=c1cc(O)c2sc3nc(C(F)(F)F)cc(C45CC6CC(CC(C6)C4)C5)c3c2[nH]1
 : -21%	-2%
88) Cc1[nH]c2ccc(C(=O)NCCNC(=O)c3ccc(C(F)(F)F)cc3)cc2c1C
 : 0%	-8%
89) Clc1ccc(N/N=C/c2cccc(Br)c2)cc1Cl
 : -5%	-3%
90) Cc1cc2[nH]c(=O)c(=O)[nH]c2cc1S(=O)(=O)N1CCN(c2cccc(Cl)c2)CC1
 : 0%	-8%[57.5 µM]
91) CCOC(=O)c1cc2cc(CC)ccc2[nH]1
 : 5%	-1%
92) C=C(C)COc1ccc2c(C)c(CC(=O)NCc3ccc4c(c3)OCO4)c(=O)oc2c1
 : 3%	-4%
93) CCC1Oc2ccccc2N(CC(=O)NCc2ccccc2)C1=O (stereo not given)
 : -2%	-9%
94) Fc1ccc(NC(=S)N/N=C/c2ccc(C(F)(F)F)cc2)c(F)c1
 : 2%	9%
95) CC(=O)NCc1ccc(C(=O)NC(c2ccccc2)C(C)C)cc1 (stereo not given)
 : -1%	2%
96) Cc1ccc(C)c(NC(=O)Cn2c(SCC(=O)NCc3ccccc3)nc3ccccc32)c1
 : 3%	-23%
97) Cc1ccccc1NC1(c2nnnn2-c2ccccc2C)CCCCC1
 : -16%	0%
98) CCC(C)NC(=O)c1ccc2c(c1)sc1nc(-c3ccc(OC)cc3)cn12 (stereo not given)
 : -10%	0%[57.5 µM]
99) COc1ccc(CNC(=O)c2cc(=O)c3cc(C)ccc3o2)cc1
 : -9%[57.5 µM]	-9%[57.5 µM]
100) C/C(=N/NC(=S)Nc1ccc(Cl)cc1)c1ccc(Br)cc1
 : -2%	-5%
101) Fc1ccc(-c2noc(-c3ccccc3)n2)cc1
 : -7%	-1%
102) CCc1ccc(-c2csc(NC(=O)c3nn(C)c(=O)c4ccccc34)n2)cc1
 : -1%	-5%
103) O=C(Nc1cccc(Cl)c1)Nc1ccccc1OCc1cc(=O)n2ccccc2n1
 : 6%	-2%
104) CCCN1CCN(CCCNC(=O)c2cc3c(s2)-c2ccccc2OC3)CC1
 : -21%	-9%
105) O=C(NCCNC(=O)c1nc2ccccc2c(=O)[nH]1)c1ccccn1
 : 6%	-9%
106) COC(=O)c1ccc(NC(=O)CC2C(=O)N(c3cccc(C)c3)C(=O)N2C2CCCC2)cc1 (stereo not given)
 : -3%	2%[57.5 µM]
107) COc1ccccc1S(=O)(=O)NCc1ccc(C(=O)Nc2ccc(N3CCCCC3)cc2)cc1
 : -7%	-8%

High-throughput results from PubChem.
